KB-3-1 tox: KB-3-1 parental cell cytotoxicity | KB-3-1 viability, CellTiter-Glo ATP luminescence, 72 h | Potency, µM (top dose mostly 46.1 µM), without a hit: top-dose activity change, negative = cytotoxic, most hits filed as cytotoxic | 400,000 tested, 1.4% active | AID 1347075; note: potency is the fitted concentration of half-maximal effect; % is set by controls: 0 for no effect and ±100 for the full control effect; nearly all actives have a fitted effect of over 60% in size
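Screening of KB-3-1 cells (DMEM, 10% FBS, phenol-red free) ran from lowest to highest compound concentration; after 72 h at 37 °C viability was read luminescently and curves fitted.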
HT1080 IDH1KD tx: HT-1080 IDH1 knockdown cell toxicity (counter line) | HT-1080 IDH1 knockdown viability, ATP luminescence, 48 h | Potency, µM (series often up to 46.1 µM), without a hit: top-dose activity, negative = toxicity, most hits filed as cytotoxic | 360,000 tested, 2% active;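 note: potency is the fitted concentration of half-maximal effect; 0% = DMSO wells and -100% = cell-free medium wells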
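Cytotoxicity counter-line: IDH1KD HT-1080, 48 h, CellTiter-Glo. Curves classed by r2, magnitude and activity.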
HT1080NT lethal: kills 2HG-producing HT-1080-NT fibrosarcoma cells | HT-1080-NT fibrosarcoma viability, CellTiter-Glo ATP luminescence, 48 h | Potency, µM (titrated, usually from 46.1 µM), inactives show top-dose activity, negative = less viability, hits mostly cytotoxic | 360,000 tested, 1.6% active | AID 686970;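 note: NT is the 2HG producing partner of a matched IDH1 knockdown line; potency is the fitted concentration of half-maximal effect; 0% = DMSO-treated cells and -100% = media-only wells without cells; nearly all actives have a fitted effect of over 55% in size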
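Viability of the 2HG-overproducing fibrosarcoma line after 48 hours of compound exposure at 37 degrees C was determined by luminescence with CellTiter-Glo, and concentration-effect curves were then fitted and categorized.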
HepG2 tox: kills HepG2 cells in TGF-b inhibitor counter-screen; HepG2 CAGA-GFP viability, ATP luminescence, 18 h; Potency, µM (top dose mostly 46.1 µM), inactives show top-dose activity change, negative = cytotoxicity, hits mostly cytotoxic; 410,000 tested, 0.76% active; AID 588856; note: potency is the fitted concentration of half-maximal effect; some results filed as inactive show a strong effect at the top dose
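CellTiter-Glo luminescence gave cytotoxicity after 18 hours at 37 degrees C. The cells were HepG2 CAGA-GFP in 1% FBS DMEM, stimulated with 500 pg/mL TGF-beta after compound addition. %Activity was normalised to no-cell wells (complete cell-killing) and DMSO (no toxicity), and curves were fitted and classified.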
S2 tox: viability counter-screen for ATXN expression inhibitors; S2 cells (HEK-293 line with an ATXN2-luciferase reporter) viability, CellTiter-Fluor protease fluorescence, 24 h; Potency, µM (highest dose often 56.7 µM), actives largely listed as cytotoxic; 400,000 tested, 0.49% active; note: potency is the fitted concentration of half-maximal effect; nearly all actives have a fitted effect of over 40% in size
MCF10A rerep: inducers of DNA re-replication in MCF 10A breast cells; MCF 10A DNA re-replication, Hoechst nuclear intensity, 48 h; 350,000 tested, 2.9% active; AID 624296; Potency, µM (doses to about 46.1 µM), for inactives: at the highest dose activity, positive = re-replication, usual class: activators; note: potency is the fitted concentration of half-maximal effect; % of control where 0% means no effect; nearly all actives have a fitted effect of over 50% in size
ATXN2 expr inh: reduces ATXN2 reporter expression in HEK-293 cells; HEK-293 ATXN2-luciferase reporter, luminescence, 24 h; Potency, µM (highest dose often 57 µM), without a hit: top-dose activity change, negative = inhibition, usual class: inhibitors; 360,000 tested, 0.72% active; note: potency is the fitted concentration of half-maximal effect; % is set by controls: 0 for no effect and ±100 for the full control effect; nearly all actives have a fitted effect of over 55% in size
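ATXN2-luciferase reporter cells (luciferase flanked by upstream and downstream ATXN2 gene portions) were treated 24 h at 37 °C with compounds at up to 57 uM. SteadyGlo luminescence gave expression; GF-AFC fluorescence gave viability.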
SW480 rereplic: DNA re-replication induction in SW480 cells. 340,000 tested, 1.8% active. SW480 DNA re-replication, Hoechst DNA content imaging, 48 h. Potency, µM (titrated, usually from 46.1 µM), for inactives: at the highest dose re-replication activation, most hits filed as activators. AID 624297; note: potency is the fitted concentration of half-maximal effect; % of control where 0% means no effect; nearly all actives have a fitted effect of over 55% in size
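Image-based read-out: total Hoechst fluorescence of nuclei (405 nm excitation, 500-530 nm emission), with hits raising the fraction of high-intensity nuclei. SW480 colon cells incubated 48 hr with compounds at 37 C.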
IL-1B inflam inh: inhibitors of inflammasome signaling (IL-1 beta secretion); THP-1 LPS/ATP IL-1B secretion, AlphaLISA, 16 h; hits give low values; activity change, % at 57.5 µM; 360,000 tested, 4.7% active; AID 743279; in the data active = activity change below about -50%; inconclusive = mostly about -30% to -49%; note: % is set by controls: 0 for no effect and ±100 for the full control effect
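Secreted IL-1B measured by AlphaLISA bead assay after 16 h compound exposure of THP-1 cells; compounds (final up to 57.5 uM) added 1 h before LPS (250 ng/mL) and ATP (1.25 mM) stimulation; lower signal means less secretion.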
* hit, by the source's call; i = inactive; ? = inconclusive; . = not tested or not shown; [ ] = dose if it differs, or a comment. Unless noted, calls come from the whole dose curve; as a rule, active = well fitted curve in the direction sought with a large enough effect; inconclusive = small, poorly fitted or top-dose-only effect, or another doubt; inactive = no such curve, though single readings can be large; an effect the other way counts as inactive or inconclusive.

SMILES | KB-3-1 tox | HT1080 IDH1KD tx | HT1080NT lethal | HepG2 tox | S2 tox | MCF10A rerep | ATXN2 expr inh | SW480 rereplic | IL-1B inflam inh
CCOc1cc(-c2c(C#N)c(N)nc3c2CCCC3C)ccc1O (stereo unspecified) | ? | ? | ? | -4% | i | ? | -8% | ? | 6
CCOC(=O)c1nn(-c2cccc(C)c2)cc1C(=O)c1ccccc1 | 4% | -1% | -5% | -3% | i | 0% | 46%[activator] | -7% | 5
CCN(Cc1cc(OC)c(OC)c(OC)c1)C(=S)Nc1cccc(SC)c1 | -9% | -22% | -20% | -2% | ? | 18% | 15% | -9% | 40
Cc1nc(C)n(CC(=O)N2CCCC(C(=O)c3ccc(C(F)(F)F)cc3)C2)n1 (stereo unspecified) | -1% | 10% | 20% | -5% | i | -28% | 13% | -28% | 0
O=C1CCCc2c1nc(-c1cccc(Cl)c1)n2O | -2% | -1% | -8% | 0% | i | 1.5µM* | -2% | ? | 0
COc1cc(OC)cc(C(=O)NC2CCSC2=O)c1 (stereo unspecified) | -1% | 14% | 17% | -9% | i | -5% | -4% | -1% | 1
CCCCOCCCNC(=O)c1cccc(OC)c1 | 5% | -3% | -3% | -3% | i | 0% | 13% | 9% | 23
CCOC(=O)C(NC(=O)c1cccc(Cl)c1)(OCc1ccccc1)C(F)(F)F (stereo unspecified) | -20% | -14% | -6% | -5% | i | -1% | -28% | 3% | -2
COC(=O)c1cc(S(=O)(=O)NCc2ccc3c(c2)OCO3)c[nH]1 | -12% | 1% | -4% | -37% | i | -2% | -2% | -1% | 13
Cc1ccc(NC(=O)CS(=O)(=O)c2cn(CC(=O)N3CCOCC3)c3ccccc23)cc1 | 15% | 6% | 0% | 27% | i | 1% | 8% | -8% | 4
O=C(NCCc1c[nH]c2ccccc12)C(=O)c1c[nH]c2ccccc12 | ? | ? | ? | -34% | ? | -6% | . | -2% | -18
Cc1ccccc1NC(=O)Cn1nnc(C(=O)NCCc2ccccc2)c1N | 14% | . | . | 5% | i | . | 2% | . | .
COc1ccc(S(=O)(=O)Nc2ccc3c(c2)n(C)c(=O)n3C)cc1F | -30% | -18% | ? | -10% | i | 0% | -4% | -18% | -14
COC(=O)C(CC(C)C)Oc1ccc2c(C)cc(=O)oc2c1 (stereo unspecified) | 9% | 7% | 17% | -1% | ? | 0% | 1% | -3% | 30
Cc1cc(C(F)(F)F)nn1-c1nc(-c2ccccc2)cc(C(F)(F)F)n1 | -1% | . | . | -15% | i | . | -6% | . | .
Cc1nn(C(C)C(=O)NCCCN2CCCCCC2)c(=O)c2cc3sccc3n12 (stereo unspecified) | -32% | 6% | 4% | -16% | i | -2% | 9% | -3% | ?
COc1cc(OC)cc(C(=O)NC(c2ccccc2)c2ccccc2)c1 | -1% | 3% | -3% | -2% | i | 8% | . | 0% | -12
NNC(=O)c1ccc(Cn2cc(Br)c(N)n2)cc1 | 0% | -1% | -4% | -37% | i | -1% | -23% | -19% | -6
CCOc1ccc(NC(=O)CN(C)C(=O)c2ccc(N3CCCCC3)c([N+](=O)[O-])c2)cc1OCC | 8% | 2% | 4% | 7% | ? | 11% | 3% | -1% | -12
CCN1CCN(CCCNC(=O)c2ccc3c(c2)NC(=O)/C(=C\c2cccc(C)c2)S3)CC1 | -3% | 7% | ? | 13µM* | ? | ? | . | 1% | -87*
C=C(C)C1CC=C(C)/C(=N/NC(=S)Nc2ccccc2)C1 (stereo unspecified) | -1% | 9% | 13% | 10% | i | 2% | 15% | -4% | 13
O=C(OCc1c(F)cccc1Cl)c1cccnc1Cl | -2% | -8% | 7% | -4% | i | -1% | 12% | -14% | 16
CN(Cc1ccccc1)S(=O)(=O)c1nnc(NC(=O)c2ccccc2F)s1 | 2% | -17% | -21% | -12% | i | 8% | 5% | 17% | -13
COc1ccc(Nc2nc(C)cc(C)n2)cc1Cl | -4% | -3% | -3% | -1% | i | 4% | 41%[activator] | -2% | 2
Cc1cc(C)c2nc(-c3ccco3)cc(C(=O)O)c2c1 | -1% | 7% | 4% | 5% | i | ? | -7% | -7% | 19
CCC(C)(C)NC(=O)Cn1c(-c2ccccc2)cc(C(C)=O)c1C | 1% | -14% | -1% | 0% | ? | 1% | . | -9% | 15
O=C1NC[C@H](CCCCN2CCN(CCc3ccccc3)C(=O)C2=O)N(CCc2ccccc2)C1=O | 28% | 14% | 18% | . | i | . | -6% | . | -6
CCC/C(C#Cc1ccsc1)=C1/c2ccccc2C(=O)N1c1ccccc1 | -62% | ? | -30% | -34% | ? | 23µM* | ? | ? | -89*
CCOC(=O)c1cnc2scnn2c1=O | 6% | -6% | -2% | -20% | i | 15% | -8% | -2% | 13
O=C(NCc1ccccc1F)C1CCCN(c2cnccn2)C1 (stereo unspecified) | -8% | 0% | 7% | 10% | i | -10% | . | 17% | -10
COc1cc(NC(=O)C2C3C=CC(C3)C2C(=O)O)ccc1NC(=O)c1ccccc1 (stereo unspecified) | 5% | -3% | -5% | -24% | i | 2% | 6% | -9% | i
COc1cccc(-c2nc(C(N)=O)c3[nH]c(=O)n(-c4cccc(Cl)c4)c3n2)c1OC | -1% | -3% | -1% | -33% | i | 13% | -1% | 2% | -9
Cc1ccsc1-c1cc2nc(NCCOc3ccccc3Cl)n(C)c(=O)c2s1 | -11% | 12% | 4% | -2% | i | . | 12% | . | -10
COc1ccc(/C=C/C(=O)Nc2cc(=O)n(C)c(=O)n2C)cc1 | 5% | -7% | -2% | -52% | i | 6% | 43%[activator] | -2% | -17
CS(=O)(=O)c1ccc(-c2cccc(NC(=O)COc3ccccc3)c2)nn1 | ? | -14% | -12% | 0% | i | 1% | -12% | ? | -7
CCCS(=O)(=O)NC(=O)C1(C)CCN(C(=O)c2ccc(OC)cc2OC)C1 (stereo unspecified) | 0% | 6% | 22% | -1% | i | . | 12% | . | -18
Cc1ccccc1SCC(=O)NNC(=O)c1ccccc1O | 0% | -26% | -24% | -22% | i | -8% | -6% | 13µM* | 116
CCOc1ccc(Nc2c(S(=O)(=O)c3ccc(Cl)cc3)cnc3ccc(OCC)cc23)cc1 | ? | . | . | -31% | i | . | 4% | . | .
CNC(=S)NCc1ccc2[nH]c(C)cc2c1 | -3% | 2% | 3% | 27% | i | 0% | . | -31%[inhibitor] | -12
CC1CC(C)CN(C(=O)c2cccc3c2-c2ccccc2C3=O)C1 (stereo unspecified) | 2% | 9% | -28% | -23% | i | 7% | . | -27% | 2

A second format for five compounds above:
SMILES	KB-3-1 tox	HT1080 IDH1KD tx	HT1080NT lethal	HepG2 tox	S2 tox	MCF10A rerep	ATXN2 expr inh	SW480 rereplic	IL-1B inflam inh
COc1cc(OC)cc(C(=O)NC(c2ccccc2)c2ccccc2)c1	-1%	3%	-3%	-2%	i	8%	.	0%	-12
NNC(=O)c1ccc(Cn2cc(Br)c(N)n2)cc1	0%	-1%	-4%	-37%	i	-1%	-23%	-19%	-6
CCOc1ccc(NC(=O)CN(C)C(=O)c2ccc(N3CCCCC3)c([N+](=O)[O-])c2)cc1OCC	8%	2%	4%	7%	?	11%	3%	-1%	-12
CCN1CCN(CCCNC(=O)c2ccc3c(c2)NC(=O)/C(=C\c2cccc(C)c2)S3)CC1	-3%	7%	?	13µM*	?	?	.	1%	-87*
C=C(C)C1CC=C(C)/C(=N/NC(=S)Nc2ccccc2)C1 (stereo unspecified)	-1%	9%	13%	10%	i	2%	15%	-4%	13

Remaining list, next part:
SMILES | KB-3-1 tox | HT1080 IDH1KD tx | HT1080NT lethal | HepG2 tox | S2 tox | MCF10A rerep | ATXN2 expr inh | SW480 rereplic | IL-1B inflam inh
O=C(NCCc1ccccc1)C1CCCN1S(=O)(=O)c1cccc2nsnc12 (stereo unspecified) | 6% | 7% | 11% | 10% | i | -11% | 12% | 3% | 21
COc1ccccc1N1C(=O)[C@@H]2[C@H](C1=O)[C@H](C(=O)c1ccc(OC(C)=O)cc1)N1N=CC=C[C@@H]21 | 6% | 5% | 1% | 14% | i | 1% | 1% | -4% | 29
CCOC(=O)c1cnn(-c2ccccc2)c1NC(=O)c1ccc(C)cc1 | 19% | 5% | 1% | -17% | i | 2% | -7% | 0% | 32
Cc1nnsc1C(=O)Nc1ccc(Cl)cc1Cl | -4% | 0% | -6% | -10% | i | -1% | -6% | -4% | -15
O=C(CN1C(=O)c2ccccc2S1(=O)=O)c1ccccc1 | 3% | 3%[9.24 µM] | 5% | 6% | i | 3% | 14µM* | -6% | 6
Cc1cccc(N2C(=O)c3ccc(C(=O)Nc4cccc(C(=O)O)c4)cc3C2=O)c1 | 18% | 6% | 6% | 3% | i | 8% | . | -2% | 11
CC1C=CCC2C(=O)N(c3cccc(C(=O)N4CCCCCC4)c3)C(=O)C12 (stereo unspecified) | 1% | -7% | 2% | 4% | i | 1% | 1% | -8% | 24
CCc1cc(CNC(=O)C2CCC(=O)N(Cc3ccccc3F)C2)on1 (stereo unspecified) | 1% | 7% | 9% | 8% | i | . | . | . | 12
CC1Cc2ccccc2N1C(=O)CSc1nn2c(=O)c(C(C)(C)C)nnc2s1 (stereo unspecified) | -10% | ? | ? | -44% | ? | ? | -6%[11.3 µM] | -1% | -96*
COc1ccc(NC(=O)C2=CC(c3ccc(OC)c(OC)c3)=NS(=O)(=O)N2C)cc1 | ? | -16% | 4% | -27% | ? | -1% | -12% | -1% | 23
CCOC(=O)c1cccc(NC(=O)CCc2nnc3ccc(N4CCN(C)CC4)nn23)c1 | 4% | 4% | -1% | 0% | i | -4% | 1% | ? | -21
S=C1NC[C@H](Cc2ccccc2)N1CCCCC1CCCCC1 | -5% | -17% | ? | -46% | ? | ? | -12% | -1% | -1
O=C(C[C@H]1C/C=C\C[C@H](NC(=O)OCC2c3ccccc3-c3ccccc32)C(=O)OC[C@@H]2CCCN2C1=O)NCCO | -8% | -5% | -1% | -1% | i | 3% | -10% | -20%[9.22 µM] | 15

No enrichment for hits; any-hit rate near 8.9%.
